Assay outcomes from PubChem.
TRPC4 agonist = activators of mouse TRPC4 channel; HEK293 TRPC4beta/mu-opioid, Fluo4 calcium fluorescence; stronger effect = higher value; B-score at 10 µM; 0.49% of 310,000 active; Q9QUQ5;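 active = B-score above 5 SD of library B-scores, and initial fluorescence ratio not above library mean plus 5 SD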;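 also: positive B-score marks a calcium rise read as TRPC4 activation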
Target sequence (Q9QUQ5 whole entry, looked up): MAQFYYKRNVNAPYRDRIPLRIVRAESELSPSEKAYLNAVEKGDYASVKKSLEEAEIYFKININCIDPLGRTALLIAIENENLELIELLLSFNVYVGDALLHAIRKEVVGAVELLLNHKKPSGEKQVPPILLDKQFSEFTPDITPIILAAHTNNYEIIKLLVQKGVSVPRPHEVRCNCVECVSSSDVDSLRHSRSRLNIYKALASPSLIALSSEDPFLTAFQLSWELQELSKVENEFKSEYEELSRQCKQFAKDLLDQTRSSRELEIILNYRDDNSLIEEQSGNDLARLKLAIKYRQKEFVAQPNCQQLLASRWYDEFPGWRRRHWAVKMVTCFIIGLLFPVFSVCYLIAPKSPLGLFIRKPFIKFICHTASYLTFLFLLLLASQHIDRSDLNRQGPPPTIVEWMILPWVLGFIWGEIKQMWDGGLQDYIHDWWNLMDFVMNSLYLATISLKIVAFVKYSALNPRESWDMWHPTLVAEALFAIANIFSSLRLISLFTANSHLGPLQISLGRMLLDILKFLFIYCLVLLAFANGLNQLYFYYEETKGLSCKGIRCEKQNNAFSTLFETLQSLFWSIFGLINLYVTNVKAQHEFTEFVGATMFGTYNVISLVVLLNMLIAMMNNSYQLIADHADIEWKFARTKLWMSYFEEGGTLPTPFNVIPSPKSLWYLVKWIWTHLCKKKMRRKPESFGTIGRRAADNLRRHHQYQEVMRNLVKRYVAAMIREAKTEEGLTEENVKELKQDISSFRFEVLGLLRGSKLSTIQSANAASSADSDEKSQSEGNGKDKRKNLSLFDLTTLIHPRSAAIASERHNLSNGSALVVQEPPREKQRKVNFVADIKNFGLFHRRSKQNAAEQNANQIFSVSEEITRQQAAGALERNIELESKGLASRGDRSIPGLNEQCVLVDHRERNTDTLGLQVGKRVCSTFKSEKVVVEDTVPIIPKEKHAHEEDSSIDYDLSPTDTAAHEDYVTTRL
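system = HEK293 cells stably co-expressing mouse TRPC4beta and mu-opioid receptor | schedule = Fluo4 dye loading 45 min at room temperature, 110 s recording | measure = B-scored integrated calcium fluorescence ratio | signal = Fluo4 calcium-sensitive dye fluorescence, kinetic, 1 Hz baseline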
hERG protect = shields human hERG channel from block by proarrhythmic agents; CHO-hERG, FluxOR thallium flux, dofetilide IC70 present; activation (rescue from dofetilide block), less the hit threshold, % at 10 µM; 0.51% of 310,000 active; AID 1511;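 active = activation above the mean of controls blocked by dofetilide plus 5 SD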;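 also: thallium influx through hERG after potassium depolarization seen as dye fluorescence rise; in these data hits start at about 4.7%; inactives centre near -7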
KCNK3 inh = human KCNK3 channel inhibition, primary screen. 0.84% of 340,000 active. CHO-KCNK3 thallium flux, FluxOR fluorescence; stronger effect = lower value. B-score at 10 µM. O14649;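 active = B-score under library mean minus 4 SD, starting fluorescence ratio at most library mean plus 5 SD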;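 also: more negative B-score means stronger inhibition of thallium flux through KCNK3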
TMEM16A inh = blocks the mouse calcium-activated chloride channel TMEM16A | AID 588511 | normalized B-score (activity score, 25-100; higher = stronger inhibition) at 10 µM | HEK293 TMEM16A/YFP iodide influx fluorescence, ionomycin | 1.2% of 310,000 active;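 active = ratio plate-corrected score three or more library SD toward inhibition, starting fluorescence score within five deviations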;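 also: score derived from kinetic fluorescence span divided by baseline fluorescence per well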
Dyrk1A ADPGlo = blocks rat Dyrk1A kinase activity. Q63470. ADP-Glo luminescence, NFATc1 peptide. inhibition, % at 12.5 µM. 0.43% of 310,000 active. AID 504441; in the data active = inhibition above about 50%;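 also: plate controls were vehicle with enzyme for no effect and no enzyme for full effect; many of its hits are not listed in these tables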
ANO1 activ = activates or potentiates the mouse TMEM16A chloride channel | Q8BHY3 | HEK293 TMEM16A/YFP-H148Q/I152L, iodide quench fluorescence; stronger effect = lower value | B-score at 10 µM | 0.3% of 340,000 active;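 active = fluorescence-ratio B-score plate-corrected deviation score at least 3 library SD below zero, with starting fluorescence score within 5 deviations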;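 also: channel opened by trigger with iodide after compound preincubation; score built on the fluorescence ratio of max minus min over baseline; more negative score means more quench and so TMEM16A activation or potentiation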
KCNQ1 block = blocks the human KCNQ1 potassium channel | CHO-K1 KCNQ1, FluxOR thallium flux fluorescence; stronger effect = higher value | B-score at 10 µM | P51787 | 1.3% of 310,000 active | AID 2642;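 active = compounds whose thallium flux B-score, printed positive for inhibition, exceeds three library SD while starting fluorescence stays within three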;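 also: channel opened by potassium depolarization with thallium stimulus after 20 min compound exposure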
KCNQ1 pot = potentiators or activators of human KCNQ1 potassium channel; CHO-K1 KCNQ1, thallium flux FluxOR fluorescence; stronger effect = higher value; B-score at 10 µM; 0.35% of 310,000 active; AID 2648;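 active = fluorescence ratio B-score, a plate-corrected score, at least three library SD, with initial intensity B-score within 5 SD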
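Medium – assay buffer, equal DMSO in all wells · Material – CHO-K1 cell line with stable KCNQ1 potassium channel expression · Signal – kinetic FluxOR thallium fluorescence, 10-s 1-Hz baseline, 110-s post-stimulus read · Compound – single concentration per compound, DMSO matched to controls · Schedule – 37 °C overnight plating, 90-min dark dye load, 20-min compound pretreatment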
KCNK9 inh = blocks the human KCNK9 two-pore domain potassium channel. Q9NPC2. HEK293 KCNK9, FluxOR thallium flux fluorescence; stronger effect = lower value. B-score at 10 µM. 1.2% of 310,000 active;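 active = ratio B-score over 3 SD below the library mean, with starting fluorescence within 5 SD of its mean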;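 also: negative B-score means less thallium flux so channel inhibition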
TRPC4 PAM = allosteric potentiators of mouse TRPC4 channel; Q9QUQ5; HEK293 TRPC4beta/mu-opioid, DAMGO EC20, Fluo-4 Ca2+ flux; stronger effect = higher value; B-score at 10 µM; 0.42% of 310,000 active; AID 2227;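 active = B-score of calcium response area above 5 SD of library B-scores, with initial fluorescence ratio within 5 SD of library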;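 also: B-score of integrated fluorescence ratio over time as area under calcium response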
HDAC3 inh = inhibitors of human histone deacetylase 3. 0.15% of 320,000 active. O15379. inhibition, % at 8.3 µM. recombinant HDAC3, fluorogenic peptide/trypsin coupled, fluorescence. AID 2718; in the data active = inhibition above about 26%, passing the limit was not always enough
* hit, by the source's call; i = inactive; · = no result given.

SMILES | TRPC4 agonist | hERG protect | KCNK3 inh | TMEM16A inh | Dyrk1A ADPGlo | ANO1 activ | KCNQ1 block | KCNQ1 pot | KCNK9 inh | TRPC4 PAM | HDAC3 inh
COc1ccccc1N1C(=O)CC(Sc2ncccc2C(=O)O)C1=O (configuration not stated) | i | -8 | i | i | · | i | i | i | i | i | -7
CCCCN(CCCC)S(=O)(=O)c1ccc(N2CCCC2=O)c([N+](=O)[O-])c1 | i | -12 | i | i | 2 | i | i | i | i | i | -4
O=C(CSc1nnnn1-c1ccccc1)Nc1ccc(N2CCOCC2)cc1 | i | -9 | i | i | -3 | i | i | i | i | i | -1
O=C(c1ccc(Cl)c(Cl)c1)N1CCC(=O)N(C(COCc2ccccc2)Cc2ccccc2)CC1 (configuration not stated) | i | -8 | i | i | 6 | i | i | i | i | i | 0
CCC(C)(C)NC(=O)C(c1ccc(OC)cc1)N(Cc1ccco1)C(=O)CCC(=O)Nc1cc(C)on1 (configuration not stated) | i | -9 | i | i | -3 | i | i | i | i | i | -4
O=C(NNS(=O)(=O)c1cccc(Cl)c1Cl)c1cccc(S(=O)(=O)N2CCOCC2)c1 | i | -10 | i | i | -5 | i | i | i | i | i | 1
CCNC(=S)NCc1ccco1 | i | -3 | i | i | 4 | i | i | i | i | i | -9
O=[N+]([O-])c1ccccc1OCCN1CCCC1 | i | -7 | i | i | · | i | i | i | i | i | -4
CC(=O)N1CCN(C2c3cccc4cccc(c34)C2NS(=O)(=O)c2ccccc2)CC1 (configuration not stated) | i | -6 | i | i | 13 | i | i | i | i | i | -8
CCOC(=O)C1=C(CS(=O)(=O)c2ccccc2)NC(=O)NC1c1ccccc1OC (configuration not stated) | i | -8 | i | i | 2 | i | i | i | i | i | 16
CCCCn1c(N)c(N(CC(C)C)C(=O)C2CCN(S(=O)(=O)c3ccc(C)cc3)CC2)c(=O)[nH]c1=O | i | -12 | i | i | 2 | i | i | i | i | i | ·
O=C(CCNC(=O)c1ccccc1Cl)NCc1cccnc1 | i | -18 | i | i | 10 | i | i | i | i | i | 5
C=CCn1c(Cc2ccccc2)n[nH]c1=S | i | -12 | i | i | -2 | i | i | i | i | i | 1
O=C(O)CCCC(=O)Nc1ccc(Sc2ccc([N+](=O)[O-])cc2)cc1 | i | -5 | i | i | -8 | i | i | i | i | i | -1
Cc1cccc(N2CCN(C(=O)NCc3ccc(F)cc3)CC2)c1C | i | -9 | i | i | -10 | i | i | i | i | i | -2
COc1ccc(NC(=O)c2ccc3ccccc3c2OC)cc1 | i | -8 | i | i | 12 | i | i | i | i | i | -2
CC(=O)N1CCc2cc(S(=O)(=O)CCC(=O)Nc3ccccc3F)ccc21 | i | 0 | i | i | 6 | i | i | i | i | i | -6
O=C(NCc1ccccn1)C1CC(c2ccccc2Cl)=NO1 (configuration not stated) | i | -15 | i | i | 3 | i | i | i | i | i | -4
NC(=O)c1ncn([C@@H]2O[C@H](CO)[C@@H](O)[C@H]2O)c1O | i | -3 | i | i | -6 | i | i | i | i | i | -1
O=C(O)c1ccc(S(=O)(=O)N(CCc2ccccc2)Cc2ccc(Cl)cc2)cc1 | i | -10 | i | i | · | i | i | i | i | i | 3

Looked up above.
Under Dyrk1A ADPGlo, CC(=O)N1CCc2cc(S(=O)(=O)CCC(=O)Nc3ccccc3F)ccc21 has the entry 6
Under HDAC3 inh, O=C(NCc1ccccn1)C1CC(c2ccccc2Cl)=NO1 (configuration not stated) has the entry -4
Under hERG protect, O=C(O)c1ccc(S(=O)(=O)N(CCc2ccccc2)Cc2ccc(Cl)cc2)cc1 has the entry -10

Next section
SMILES | TRPC4 agonist | hERG protect | KCNK3 inh | TMEM16A inh | Dyrk1A ADPGlo | ANO1 activ | KCNQ1 block | KCNQ1 pot | KCNK9 inh | TRPC4 PAM | HDAC3 inh
O=C(Nc1ccc2nc3ccccc3nc2c1)c1ccc(Br)cc1 | i | -3 | i | i | 0 | i | i | i | i | i | -1
Cc1cccnc1CCNC(=O)CC1C(=O)NCCN1CC1CCCCC1 (configuration not stated) | i | -8 | i | i | -4 | i | i | i | i | i | -2
O=C(NCSc1ccnc(SCNC(=O)c2ccc(F)cc2)n1)c1ccc(F)cc1 | i | -6 | i | i | -5 | i | i | i | i | i | 11
COc1ccccc1N1C(=O)S/C(=C\c2cc(C)n(C)c2C)C1=O | i | -9 | i | i | -8 | i | i | i | i | i | 7
Cc1cc(Cl)ccc1OC(C)C(=O)Nc1ccc([N+](=O)[O-])cn1 (configuration not stated) | i | -7 | i | i | -3 | i | i | i | i | i | -9
CCC1CCCCN1CCCNC(=O)c1ccc2c(c1)N(Cc1c(F)cccc1Cl)C(=O)CS2 (configuration not stated) | i | -5 | i | i | -1 | i | i | i | i | i | 9
COc1ccc(NC(=O)CCN2CCCCC2)cc1 | i | -8 | i | i | 7 | i | i | i | i | i | -2
Cc1ccc(CNc2ncnc(N)c2[N+](=O)[O-])cc1 | i | -12 | i | i | · | i | i | i | i | i | 1
CN(NC(=O)NN)c1ncc(C(F)(F)F)cc1Cl | i | -3 | i | i | -3 | i | i | i | i | i | 4
COc1cc(NC(=O)Nc2cccc(C(C)=O)c2)cc(OC)c1OC | i | -20 | i | i | 7 | i | i | i | i | i | -4
N#C/C(=C\c1ccccc1)C(=O)NCc1ccc(F)cc1 | i | -9 | i | i | 5 | i | i | i | i | i | 2
CCOc1ccc(NC(=O)c2nn(-c3ccc(OC)cc3OC)c(=O)c3ccccc23)cc1 | i | -10 | · | i | · | · | i | i | i | i | -6
COC(=O)c1c(C)oc(C)c1S(=O)(=O)N1CCCC1 | i | -8 | i | i | -1 | i | i | i | i | i | -2
O=C(COc1cccc(NC(=O)c2ccco2)c1)c1ccccc1 | i | -9 | i | i | 4 | · | i | i | i | i | 3
O=C(CSCc1ccc(Cl)cc1)NCCSCc1ccco1 | i | -11 | i | i | · | i | i | i | i | i | 18
COc1ccc(OC)c(N(CC(=O)NCc2cccnc2)S(C)(=O)=O)c1 | i | -1 | i | i | -4 | i | i | i | i | i | 1
CCOC(=O)c1cc(-c2ccc(OC)cc2F)nc2c1c(C)nn2CCC#N | i | -8 | i | i | 6 | i | 6* | i | -11* | i | -5
COc1ccc(C(CNC(=O)c2sccc2C)N2CCOCC2)cc1 (configuration not stated) | i | -15 | i | i | -4 | i | i | i | i | i | 2
CC(=O)N1CC2(c3ccccc3)CN(C(C)=O)CC(c3ccccc3)(C1)C2=O | i | -6 | i | i | -6 | i | i | i | i | i | -17
CNC(=O)COC(=O)c1nc(-n2nc(C)cc2C)ccc1Cl | i | -9 | i | i | -2 | i | i | i | i | i | -8

Three entries from above, with two lines to a compound:
Under each structure: TRPC4 agonist, hERG protect, KCNK3 inh, TMEM16A inh, Dyrk1A ADPGlo, ANO1 activ, KCNQ1 block, KCNQ1 pot, KCNK9 inh, TRPC4 PAM, HDAC3 inh
CCOC(=O)c1cc(-c2ccc(OC)cc2F)nc2c1c(C)nn2CCC#N
→ i, -8, i, i, 6, i, 6*, i, -11*, i, -5
COc1ccc(C(CNC(=O)c2sccc2C)N2CCOCC2)cc1 (configuration not stated)
→ i, -15, i, i, -4, i, i, i, i, i, 2
CC(=O)N1CC2(c3ccccc3)CN(C(C)=O)CC(c3ccccc3)(C1)C2=O
→ i, -6, i, i, -6, i, i, i, i, i, -17

The list continues:
SMILES | TRPC4 agonist | hERG protect | KCNK3 inh | TMEM16A inh | Dyrk1A ADPGlo | ANO1 activ | KCNQ1 block | KCNQ1 pot | KCNK9 inh | TRPC4 PAM | HDAC3 inh
Cc1ccc(C(C(=O)NCc2ccccc2)N(C(=O)c2ccccn2)c2ccccc2)o1 (configuration not stated) | i | -15 | i | i | -3 | i | i | i | i | i | 5
COC(=O)c1c(S(=O)(=O)NCc2ccccc2)sc(C(=O)O)c1C | i | -10 | -11* | i | -32 | i | i | i | i | i | -1
CCn1cc(C(=O)NCC(OC)OC)c(=O)c2cc(S(=O)(=O)N3CCOCC3)ccc21 | i | -6 | i | i | · | i | i | i | i | i | 1
CCOc1ccccc1NC(=O)Cn1ncc2ccc([N+](=O)[O-])cc21 | i | -4 | i | i | 0 | i | i | i | i | i | ·
O=C(O)CC(NS(=O)(=O)c1ccc(Br)cc1)c1ccco1 (configuration not stated) | i | -6 | i | i | 6 | i | i | i | i | i | 3
Cc1ccc(CN2CCC(N3CCC(C(=O)NCC4CCCO4)CC3)CC2)o1 (configuration not stated) | i | -6 | i | i | 1 | i | i | i | i | i | 9
Cc1ccc(C(=O)NC(=S)Nc2ccc(CN3CCCCC3)cc2)c(C)c1 | i | -14 | i | i | 0 | i | 6* | i | i | i | 5
Cc1cc(C(F)(F)F)n2nc(C)c(-c3ccc(Cl)cc3)c2n1 | i | -6 | i | i | -12 | i | i | i | i | i | 4
CC(C)=NNC(=O)CN1C(=O)NC2NC(=O)NC21 (configuration not stated) | i | 1 | i | i | 11 | i | i | i | i | i | ·
Cc1c(CC(=O)O)c(=O)oc2c(C)c(OCc3ccccc3)ccc12 | i | 1 | i | i | -5 | i | i | i | i | i | -11
O=C(O)c1cccc(N/N=C/c2ccc(F)c(F)c2)c1 | i | -7 | i | i | -2 | i | i | i | i | i | -1
CCOC(=O)c1nn(-c2ccc(C)cc2)c(=O)c2c(N)scc12 | i | -7 | i | i | 5 | i | i | i | i | i | 0
O=c1c2ccccc2nc(SCc2ccccc2F)n1C1CCCC1 | i | -17 | i | i | -1 | i | i | i | i | i | -2
O=C(CCc1[nH]c2ccccc2c1Sc1ccccc1)NCCO | i | -12 | i | i | 2 | i | i | i | i | i | 0
CCOC(=O)CCSCC(=O)Nc1cc(C)on1 | i | -9 | i | i | 3 | i | i | i | i | i | -5
COc1ccc(C2N=C(N)N=C(N)N2c2ccc(C)cc2)cc1 (configuration not stated) | i | -9 | i | i | -2 | i | i | i | i | i | 3
O=C(Nc1ccccc1)c1ccc(-c2ccc([N+](=O)[O-])cc2)o1 | i | -3 | i | i | 1 | i | i | i | i | i | 0
Cc1c(CC(=O)N[C@H](C(=O)O)C(C)C)c(=O)oc2cc3c(cc12)CCC(C)(C)O3 | i | -4 | i | i | -1 | i | i | i | i | i | -82
CCOC(=O)c1c(N2C(=O)C=CC2=O)sc(C)c1C | i | -5 | i | i | -5 | i | i | i | i | i | -3
O=C(Nc1nnc(-c2ccc(Cl)cc2)o1)c1nc2ccccc2s1 | i | -9 | i | i | 11 | -13* | i | i | i | i | 8
Cc1cc(=O)oc2cc(OCC(=O)N/N=C/c3ccccc3[N+](=O)[O-])ccc12 | i | -6 | i | i | 0 | i | i | i | i | i | -4

Only part of the results is shown, so the mix of outcomes need not match the whole.
